# Bioassay records deposited in PubChem by Columbia University Molecular Screening Center.
# Htt clearance: compounds clearing mutant huntingtin protein; HeLa Exon1htt(103Q)mCFP, aggregate imaging; zero = plate's median compound well; inhibition, % at 1.5 µM; hit rate 0.42% among 47,000; AID 853;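 active = inhibition of aggregate fluorescence above about 70%, also judged a hit by eye on the cell image, limit read from the data, passing the limit was not always enough; inconclusive = no rule stated for this call; inactive = not judged a hit on image review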;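 note: cells exposed to compound for three days before fixation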
# Htt clearance grain fraction: further read-out of Htt clearance, marked with its call; fraction fluorescence in grains; measured here: aggregate grain fluorescence fraction; stronger effect = lower value;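 scaled fraction of total cell fluorescence in grains with unit not stated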
# * marks the source's active call; other numbers are inactive results; ? = inconclusive; . = not tested or not shown.
# Preview, 2 compounds:
Htt clearance	Htt clearance grain fraction	Structure
-47	55	CN(C)S(=O)(=O)c1ccc(/C(O)=C2/C(=O)C(=O)N(Cc3cccnc3)C2c2ccco2)cc1 (stereo not drawn)
-85	60	CC(C)(C)SCCNC(=O)CN1C(=O)c2ccccc2S1(=O)=O

# Main list, from the first entry:
Htt clearance	Htt clearance grain fraction	Structure
-47	55	CN(C)S(=O)(=O)c1ccc(/C(O)=C2/C(=O)C(=O)N(Cc3cccnc3)C2c2ccco2)cc1 (stereo not drawn)
-85	60	CC(C)(C)SCCNC(=O)CN1C(=O)c2ccccc2S1(=O)=O
-287	123	CCn1ncc(C2=NOC(C(=O)NCC(C)C)C2)c1C (stereo not drawn)
-36	27	Cc1cccc(OCC(=O)N/N=C\c2cc3c(cc2[N+](=O)[O-])OCO3)c1C
31	28	O=C1CCc2cc(S(=O)(=O)N3CCN(c4cccc(Cl)c4)CC3)ccc2N1
-48	31	CC(C)NC(=O)C(C)n1cccc1C(=O)c1ccccc1 (stereo not drawn)
-32	44	COc1ccc(Sc2ccccc2CN(C)C)cc1OC
0	30	Brc1ccccc1OCCCCCN1CCCC1
-62	32	COC(=O)c1ccc(N2CCN(C)CC2)c(NC(=O)COc2ccc(OC)cc2)c1
56	9.3	CC(Sc1nnc(-c2ccc(C(C)(C)C)cc2)n1C)C(N)=O (stereo not drawn)
12	30	COc1cc(C(=O)N2CCN=C2c2ccccc2)cc(OC)c1OC
-8	22	O=C(NC1CCCC1)c1cnn2c(C(F)(F)F)cc(-c3ccc4c(c3)OCO4)nc12
48	17	Cc1cccc(C)c1NC(=O)CSCC(=O)c1ccc(O)c(O)c1
15	31	Cc1nc(=O)c(-c2ccccc2)c(C)n1CC1CCCO1 (stereo not drawn)
-19	42	CCC(C)[C@H](NC(=O)NCc1cccs1)C(=O)O (stereo partly drawn)
-47	52	Cc1cc(S(=O)(=O)N(Cc2ccc(F)cc2)CC2CCCO2)ccc1-n1cnnn1 (stereo not drawn)
-21	22	COc1cccc(OCC(O)CN2CCN(CCO)CC2)c1 (stereo not drawn)
27	14	CO/C([O-])=N/c1c[n+](-c2ccc(C)cc2)no1
-34	46	O=c1c2[nH]c3ccccc3c2ncn1CCC1=CCCCC1
-3	21	COC(=O)CSc1nnc(CSc2nc(C)cc(C)n2)n1Cc1ccco1
-111	38	COC(=O)C1=C(C)NC(C)=C(C(=O)OC)C1c1ccc(N(C)C)cc1
48	8.7	Cc1ccc(C(=O)NCCc2nnc(SCC(=O)Nc3nc(-c4ccccc4)cs3)n2C)cc1
4	17	Cc1cnc(NC(=O)COc2ccccc2)s1
?	.	Cc1ccc2nc(C(C)O)[nH]c2c1 (stereo not drawn)
-9	38	O=C(c1ccco1)N1CCN(CCCCN2C(=O)c3ccccc3C2=O)CC1
8	40	Cc1ccc(C)c(C(=O)CSc2n[nH]c(C(C)C)n2)c1
37	27	Cc1cc2nc(C3CCCN(C(=O)NCc4ccccc4)C3)[nH]c2cc1C (stereo not drawn)
30	13	Cc1cc(C)nc(NS(=O)(=O)c2ccc(NC(=S)NC(=O)C(C)C)cc2)n1
4	18	CCCCCCNC(=O)Cc1nc2nc(C)cc(C)n2n1
-4	25	CCOC(=O)C1CCCN(C/C(O)=C(\C#N)c2nc(-c3ccccc3)cs2)C1 (stereo not drawn)
-18	39	COc1cc(-c2nnc(-c3cccnc3)o2)cc(OC)c1OC
-34	28	CC1CCc2nc(NC(=O)CN3CCN(c4ccccc4)CC3)sc2C1 (stereo not drawn)
-32	24	CC1=C(C(=O)OC(C)C)C(c2cccs2)N2C(=O)CCSC2=N1 (stereo not drawn)
-68	79	COc1ccc(Cn2cc3c(-c4ccc(F)cc4)nnc-3c3cc(OC)c(OC)cc32)cc1
-23	26	CCN(CC)CCOCCOc1cc(C)c(Cl)c(C)c1
-111	42	COc1ccc(OC(=O)CCCN2C(=O)c3ccccc3C2=O)cc1
-72	64	O=C(Nc1cccc2nsnc12)c1cccs1
-11	23	CCC1Oc2ccc(C)cc2N(CC(=O)NCc2cccc(OC)c2)C1=O (stereo not drawn)
32	23	CCCNC(=O)COC(=O)c1ccc(S(=O)(=O)N2CCCCCC2)cc1
10	32	Cc1cc(C(=O)CN2C(=O)NC3(CCCCC3)C2=O)c(C)n1Cc1ccc2c(c1)OCO2
-4	36	COc1ccc(OCC(O)CN2C(=O)NC(C)(C)C2=O)cc1 (stereo not drawn)
-30	24	CCCn1c(N)c(N(C)C)c(=O)n(CC(=O)Nc2ccc(OC(F)(F)F)cc2)c1=O
-7	47	CC1(C)CC(c2csc(N)n2)CCO1 (stereo not drawn)
-100	41	Cc1c(C(=O)O)sc2ncn(C)c(=O)c12
-49	55	COc1cccc(Nc2ncnc3c2cnn3C)c1
6	18	Cc1nn(-c2ccc(F)cc2)c2c1cc(C#N)c1nc3ccccc3n12
-5	22	CC1CCCC(NC(=O)Nc2cccs2)C1C (stereo not drawn)
8	19	O=C1COc2ccc(C(=O)c3ccccc3)cc2CN1

# Shown as comma-separated lines: entries from further up.
smiles,Htt clearance,Htt clearance grain fraction
CCCn1c(N)c(N(C)C)c(=O)n(CC(=O)Nc2ccc(OC(F)(F)F)cc2)c1=O,-30,24
CC1(C)CC(c2csc(N)n2)CCO1 (stereo not drawn),-7,47
Cc1c(C(=O)O)sc2ncn(C)c(=O)c12,-100,41
COc1cccc(Nc2ncnc3c2cnn3C)c1,-49,55
Cc1nn(-c2ccc(F)cc2)c2c1cc(C#N)c1nc3ccccc3n12,6,18

# The list continues.
Htt clearance	Htt clearance grain fraction	Structure
42	23	Cc1cc(NC(=O)CCCS(=O)(=O)c2nc(-c3cccs3)cc(C(F)(F)F)n2)no1
-8	19	Cn1c(N2CCOCC2)nc2c1c(=O)n(Cc1ccc(Cl)cc1)c(=O)n2C
32	25	O=C(c1ccc(F)cc1)N1C2CCC1CC(O)(c1ccccc1F)C2 (stereo not drawn)
-48	28	O=C(Nc1cccnc1)c1ccc(NC(=O)c2ccco2)cc1
-49	51	COc1ccc(S(=O)(=O)NC(CC(=O)NCC2CCCO2)c2ccco2)cc1 (stereo not drawn)
38	28	Cc1ccc(C2CC(c3ccco3)n3ncnc3N2)cc1 (stereo not drawn)
5	33	CCC(=O)Nc1nc2ccccc2n1Cc1ccccc1C
46	8.7	COC(=O)C1=C(CSCc2ccco2)NC(=O)NC1c1cc(C)ccc1C (stereo not drawn)
-94	81	O=C(CSCc1c(Cl)cccc1Cl)Nc1nccs1
-2	38	Cc1cc(C(=O)CSc2nnc(-c3ccccc3F)o2)c(C)n1Cc1cccs1
8	27	CCCNC(=O)NC(=O)CSc1nc2ccccc2n1CC(C)C
-20	48	Cc1ncoc1C(=O)Nc1nccs1
2	31	CC(=O)Oc1ccc(-c2csnn2)cc1
-24	48	COc1cc2c(cc1NC(=O)CSc1nc3ccccc3[nH]1)oc1ccccc12
-24	20	Cc1cc2c(C)cc(=O)oc2c2c1NCCC2
3	39	Brc1cc(Br)c2ncnc(N3CCCCC3)c2c1
-78	32	O=C(NC1C2CC3CC(C2)CC1C3)C1CC1 (stereo not drawn)
-2	39	CC(=O)NC1C(=O)N=C(SCc2ccccc2)NC1=O (stereo not drawn)
20	15	COc1ccccc1-c1nc(C(F)(F)F)c(OC)o1
-38	52	CCOC(=O)C1CCCN(C(=O)Cc2ccc(C)cc2)C1 (stereo not drawn)
-22	36	O=C(NCc1nc2ccccc2[nH]1)c1cc2ccccc2oc1=O
-77	34	Cc1ccc(CN2C3=NC(=O)CN3c3ccccc32)cc1
14	34	CC(=O)Nc1ccc(S(=O)(=O)n2cnc(C)c2)cc1
2	37	Cc1ccc2nc(C3CCN(C(=O)NCc4ccccc4)CC3)[nH]c2c1
24	23	CCOC(=O)CSc1nc2c(c(=O)n(Cc3ccccc3Cl)c(=O)n2C)n1C
54	8.3	CC1Cc2ccccc2N1C(=O)CSc1nc2c(c(=O)n(C)c(=O)n2C)n1Cc1ccc(F)cc1 (stereo not drawn)
12	32	COc1ccc(OC)c(-n2nnnc2SCC(=O)Nc2ccc3c(c2)OCCO3)c1
4	39	O=C(NC12CC3CC(CC(C3)C1)C2)N1CCN(c2nc(-c3ccccc3)cs2)CC1
-79	69	O=C(Nc1sc2c(c1C(=O)O)CCCCC2)c1ccco1
-53	54	O=C(NCc1cccc(F)c1)C1CCN(S(=O)(=O)Cc2ccccc2)CC1
-11	39	Cc1c(Br)cc(C(=O)N2CCCC2)c(C)c1C
-15	22	O=C(Oc1ccc(-c2nnco2)cc1)N(c1ccccc1)c1ccccc1
13	30	Cc1nc(-c2ccccc2)cc(=O)[nH]1
6	17	Cc1ccc(-c2nnn(CC(=O)N(CC(=O)NC3CCCC3)c3cnc4ccccc4c3)n2)o1
2	21	O=C(c1cccc(Cl)c1Cl)N1CCN(c2ccccn2)CC1
-13	40	CC(=O)C1=C(O)C(=O)N(CC(=O)O)C1c1ccccc1Cl (stereo not drawn)

# Entries of single compounds as entered above. Values in the order: Htt clearance, Htt clearance grain fraction
# Cc1c(Br)cc(C(=O)N2CCCC2)c(C)c1C reads -11, 39
# O=C(NC12CC3CC(CC(C3)C1)C2)N1CCN(c2nc(-c3ccccc3)cs2)CC1 reads 4, 39
# O=C(NCc1cccc(F)c1)C1CCN(S(=O)(=O)Cc2ccccc2)CC1 reads -53, 54
# Cc1nc(-c2ccccc2)cc(=O)[nH]1 reads 13, 30
# Cc1ccc(-c2nnn(CC(=O)N(CC(=O)NC3CCCC3)c3cnc4ccccc4c3)n2)o1 reads 6, 17

# Already shown: an excerpt of the list.
Htt clearance	Htt clearance grain fraction	Structure
-47	55	CN(C)S(=O)(=O)c1ccc(/C(O)=C2/C(=O)C(=O)N(Cc3cccnc3)C2c2ccco2)cc1 (stereo not drawn)
-85	60	CC(C)(C)SCCNC(=O)CN1C(=O)c2ccccc2S1(=O)=O
-287	123	CCn1ncc(C2=NOC(C(=O)NCC(C)C)C2)c1C (stereo not drawn)

# (continued)
Htt clearance	Htt clearance grain fraction	Structure
57	17	CCOc1ccc(/C=N/n2c(SC)nnc(C(C)(C)C)c2=O)cc1
-33	53	COc1ccc(C(=O)Nn2c(SCC(=O)c3ccccc3)nc3ccccc3c2=O)cc1
-7	39	CC(=O)Nc1ccc(OCC(O)CN2CCN(c3cc(Cl)ccc3C)CC2)cc1 (stereo not drawn)
25	28	Cc1ccc(-n2nnnc2-c2cnc3ccc(Cl)cc3c2-c2ccccc2)cc1
-5	37	c1coc(-c2nnc3sc(Cc4cccs4)nn23)c1
21	16	COc1ccc(NC(C)=O)cc1NC(=O)CSc1nnc(-c2ccccc2)n1N
12	17	Cc1csc(NC(=O)CCCSc2nc3ccccc3s2)n1
59	8.8	COCCCn1c(SCC(=O)NCc2ccccc2)nc2ccccc2c1=O
-37	26	CCN1C(=O)c2ccc(C(=O)NCc3ccccc3)cc2C1=O
8	43	COCCNS(=O)(=O)c1ccc(C2CNC(=O)C2)cc1 (stereo not drawn)
-35	48	CCc1ccc2nc(N3CCN(C)CC3)c(C#N)cc2c1
-28	49	CC(=O)N1N=C(c2ccc(Cl)cc2)OC1c1ccc(C(C)C)cc1 (stereo not drawn)
-10	44	O=C(Cn1cnc2ccccc21)NC(c1ccccc1)c1ccccc1
-40	48	CC(C)OC(=O)CSc1n[nH]c(-c2cccnc2)n1
15	32	Cc1cccc(CSc2nnc(NC(=O)c3ccco3)s2)c1
-43	51	C=CCn1c(SCCN2C(=O)c3ccccc3C2=O)nc2scc(-c3ccccc3)c2c1=O
15	33	CCS(=O)(=O)c1ccc(-c2csc(-c3ccc(Cl)cc3)n2)c(Cl)c1Cl
-7	17	Cc1cc(CNC(=O)Nc2ccc3c(c2)OCO3)nn1C
-60	28	CCN(Cc1cc2ccccc2[nH]c1=O)S(=O)(=O)c1ccccc1
7	37	CCOC(=O)c1c(C)sc2c1N(C(=O)CCl)c1cc(Cl)ccc1S2
-58	31	CC(Sc1nc2ccccc2c(=O)[nH]1)C(=O)O (stereo not drawn)
26	14	CCOc1ccc(C2C(C#N)=C(N)Oc3cc(C)n(CCN(C)C)c(=O)c32)cc1OCC (stereo not drawn)
4	17	CC1CCN(S(=O)(=O)c2cc(Br)cc(C(=O)NC3=NCCS3)c2)CC1
1	37	COC(=O)c1nc2ccc(C)cn2c1F
1	40	CCCCNC(=O)CN1C(=O)NC2(CCCc3ccccc32)C1=O (stereo not drawn)
-40	29	Cn1c(Cn2nnc3ccccc32)nnc1SCC(=O)c1ccc(F)cc1
-8	43	N#Cc1nc(COc2ccc(Br)cc2)oc1NCCN1CCOCC1
2	37	COc1cccc2[nH]c3c(N4CCC(C(N)=O)CC4)ncnc3c12
-19	44	CCCc1nnc(SCC(=O)N2CCOCC2)n1CCCOC
11	32	COc1ccc(-n2ccnc2SCC(=O)Nc2ccccc2)cc1
-57	30	CCSc1nnc(NC(=O)c2ccc(C)o2)s1
-26	63	COc1cccc(N2C(=O)C3ON(c4ccccc4)C(c4cccs4)C3C2=O)c1 (stereo not drawn)
-38	46	CCNC(=S)NNC(=O)c1cccc(Br)c1
-47	28	CC1=CC2(O)OCCN(CCO)C2=CC1=O (stereo not drawn)
-2	44	CC1=CC(C)(C)N(C(=O)CN2C(=O)c3ccccc3C2=O)c2ccccc21
32	25	CC(C)(C)c1ccc(S(=O)(=O)NCCOCC(F)(F)C(F)F)cc1
2	37	Cc1nc2ccccc2c(=O)n1C1CCCCCC1
22	15	COc1ccc(-c2cc(C(F)F)n3ncc(C(=O)N4CCN(C)CC4)c3n2)cc1
6	35	COC(=O)COc1cccc(-n2cnnn2)c1
-8	26	CC(=O)Nc1c(Cl)n(C(C)=O)c2ccccc12
?	.	Cc1nc(-c2ccc(NS(C)(=O)=O)cc2)cs1
-32	41	CCOc1ccc(-c2nc(=S)[nH][nH]2)cc1
-25	24	Cc1nnsc1NC(=O)OCC(C)C
37	12	Cc1ccc(-n2c(-c3cccnc3)n[nH]c2=S)c(C)c1
-63	72	CCN1/C(=C2\OC(=S)N(C)C2=O)Sc2ccccc21
-33	23	CCOC(=O)c1c(C)oc2cc3c(C(=O)OCC)c(C)oc3cc12
42	22	COc1cccc(C2C3(C#N)C(N)=NC(OC)(OC)C23C#N)c1 (stereo not drawn)
-53	33	Cc1ccc(C)c(-n2c(SCC(N)=O)nnc2-c2ccccn2)c1

# Not all compounds are listed, so the mix of outcomes need not match the whole.
